Screening data: PubChem BioAssay, National Center for Advancing Translational Sciences (NCATS)
Anesthetic bind = qHTS Assay for Identification of Novel General Anesthetics; Ferritin light chain (Equus caballus), P02791; apoferritin/1-aminoanthracene competitive binding, fluorescence; Potency, µM (highest dose often 77.5 µM), for the others: top-dose activity change, negative = displacement, hits mostly inhibitors; 0.074% of 350,000 active; note: potency is the fitted concentration of half-maximal effect; % is set by controls: 0 for no effect and ±100 for the full control effect; nearly all actives have a fitted effect of over 20% in size
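Apoferritin-based anesthetic binding model; compound displacement of fluorescent 1-AMA measured as endpoint fluorescence after 10 minutes at room temperature, scaled to free-ligand and complex controls.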
APE1 inh = qHTS Assay for Inhibitors of the Human Apurinic/apyrimidinic Endonuclease 1 (APE1) | recombinant APE1, TAMRA/BHQ-2 abasic DNA cleavage fluorescence | Potency, µM (highest dose often 65.8 µM), without a hit: at the top dose activity change, negative = inhibition, most hits filed as inhibitors | 0.35% of 350,000 active | AID 2517, 2012;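 note: potency is the fitted concentration of half-maximal effect; plate controls were vehicle for no effect and reference inhibitor for full effect; nearly all actives have a fitted effect of over 55% in size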
Target sequence (P27695 whole entry, looked up): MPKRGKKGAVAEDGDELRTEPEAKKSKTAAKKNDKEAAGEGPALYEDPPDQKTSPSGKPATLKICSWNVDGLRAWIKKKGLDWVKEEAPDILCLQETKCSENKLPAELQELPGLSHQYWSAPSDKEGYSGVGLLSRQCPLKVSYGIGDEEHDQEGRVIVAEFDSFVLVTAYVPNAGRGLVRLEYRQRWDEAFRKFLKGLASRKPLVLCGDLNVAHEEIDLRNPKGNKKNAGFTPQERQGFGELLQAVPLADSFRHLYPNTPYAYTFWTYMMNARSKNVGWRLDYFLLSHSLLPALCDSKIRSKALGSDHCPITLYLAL
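Readout is kinetic fluorescence (ex 525, em 598 nm) from cleavage of 50 nM TAMRA/BHQ-2 THF abasic duplex by 0.75 nM APE1, compound added 15 min beforehand at RT.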
POLK inh = qHTS for Inhibitors of Polymerase Kappa. DNA polymerase kappa (Homo sapiens), Q9UBT6. purified Pol kappa, fluorescent DNA synthesis assay, 10 min. Potency, µM (doses to about 107 µM), for the others: at the highest dose activity, negative = inhibition, most hits filed as inhibitors. 0.53% of 400,000 active. AID 588579, 2011; note: potency is the fitted concentration of half-maximal effect; % is set by controls: 0 for no effect and ±100 for the full control effect
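Kinetic fluorescence screen: compound preincubated 15 min RT with 10 nM enzyme; 50 nM substrate (final) initiates; reads at 0/10 min.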
LDHA block = qHTS assay for inhibitors of human lactate dehydrogenase; L-lactate dehydrogenase A chain (Homo sapiens), P00338; purified LDHA, NADH/diaphorase-resazurin fluorescence; active compounds read low; activity change, % (values are at about 110 or 230 µM); 0.15% of 480,000 active; in the data active = activity change below about -30%; inconclusive = mostly about -25% to -30%;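 note: plate controls were DMSO wells for no effect and wells without enzyme for full effect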
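Resorufin fluorescence (ex540/em590), read at 0 and 20 min after diaphorase/resazurin addition, reports the NADH left after a 5 min room-temperature reaction of 2 nM human LDH5 with 0.06 mM NADH and 0.2 mM pyruvate.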
Pol beta inh = qHTS Assay for Inhibitors of DNA Polymerase Beta; P06746; AID 485314, 2010; Pol beta primer extension/strand displacement, fluorescence kinetic; 1.3% of 340,000 active; Potency, µM (top dose mostly 114 µM), for the others: at the highest dose activity change, negative = inhibition, hits mostly inhibitors; note: potency is the fitted concentration of half-maximal effect; % is set by controls: 0 for no effect and ±100 for the full control effect
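Preincubation: enzyme (10 nM) with compound, 15 min, RT. Reaction: substrate added to 50 nM final. Reads: 0 and 10 min. Analysis: normalized, Hill fit.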
ERG-DNA inh = qHTS for Small Molecule Inhibitors of the ERG Ets/DNA interaction. AID 624246, 2012. 0.028% of 370,000 active. Transcriptional regulator ERG (Homo sapiens), P11308. Potency, µM (series often up to 76.9 µM), inactives show top-dose FP activity, negative = inhibition, usual class: inhibitors. fluorescence polarization, His-ERG Ets domain / labelled DNA; active = well fitted inhibition curve with a large enough effect in the polarisation, with a control signal flat; inconclusive = small, poorly fitted or top-dose-only effect, or effect the other way, or a change in a side signal; inactive = no such curve, though single readings can be large or run the other way; the % refers to the polarisation;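 note: polarization taken with two DNA probes labelled with fluorescein and Texas red; potency is the fitted concentration of half-maximal effect; % of control where 0% means no effect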
Target sequence (P11308 whole entry, looked up, the tested form may be a part): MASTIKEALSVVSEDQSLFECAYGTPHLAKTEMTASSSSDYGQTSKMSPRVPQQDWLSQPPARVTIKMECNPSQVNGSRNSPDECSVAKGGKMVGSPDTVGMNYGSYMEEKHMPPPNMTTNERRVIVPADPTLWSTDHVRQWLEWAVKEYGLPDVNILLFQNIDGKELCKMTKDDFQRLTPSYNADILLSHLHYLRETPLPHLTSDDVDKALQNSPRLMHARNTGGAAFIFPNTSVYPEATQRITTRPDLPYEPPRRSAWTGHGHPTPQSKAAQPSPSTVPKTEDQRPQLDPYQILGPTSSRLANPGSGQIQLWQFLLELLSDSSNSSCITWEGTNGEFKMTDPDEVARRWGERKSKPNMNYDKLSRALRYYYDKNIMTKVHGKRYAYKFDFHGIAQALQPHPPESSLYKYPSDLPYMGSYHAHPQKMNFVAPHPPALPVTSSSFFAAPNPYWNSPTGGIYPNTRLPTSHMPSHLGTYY
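His-tagged ERG Ets domain (1 uM in the protein solution; 300mM KCl, 50mM Tris-HCl, 1mM EDTA, 1mM DTT, pH 7.5) received compound, then a probe mix of 5 nM fluorescein-DNA and 100nM Texas-615-DNA. Fluorescence polarization was read for both dyes.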
POLH inh = qHTS for Inhibitors of Polymerase Eta; DNA polymerase eta (Homo sapiens), Q9Y253; recombinant Pol eta, fluorescent DNA replication assay; Potency, µM (top dose mostly 114 µM), for inactives: at the highest dose activity change, negative = inhibition, actives largely listed as inhibitors; 1.2% of 390,000 active; AID 588591, 2011; note: potency is the fitted concentration of half-maximal effect; % is set by controls: 0 for no effect and ±100 for the full control effect
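Fluorescent replication assay: 50 nM final substrate added after a 15 min room-temperature compound preincubation with 10 nM enzyme. Signal taken at 0 min and again at 10 min.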
12-LOX inh = Primary qHTS assay for inhibitors of human arachidonate 12S-lipoxygenase (ALOX12): Round 2; Polyunsaturated fatty acid lipoxygenase ALOX12 (Homo sapiens), P18054; purified 12hLO, xylenol orange hydroperoxide absorbance; Potency, µM (series often up to 108 µM), without a hit: at the highest dose activity change, negative = inhibition, usual class: inhibitors; 1.1% of 580,000 active; note: potency is the fitted concentration of half-maximal effect; % is set by controls: 0 for no effect and ±100 for the full control effect
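Hydroperoxide product was detected by ferrous iron/xylenol orange as the 573 to 405 nm absorbance ratio. Arachidonic acid at 40 uM (final) was turned over for 30 min at room temperature by 150 nM human 12hLO, pH 7.0 Hepes buffer, after 15 min compound preincubation.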
RGS4 inhibitor = Inhibitors of Regulator of G Protein Signaling (RGS) 4: qHTS; Regulator of G-protein signaling 4 (Homo sapiens), P49798; Transcreener GDP fluorescence polarization, RGS4-accelerated GTP hydrolysis; Potency, µM (doses to about 114 µM), without a hit: at the top dose activity change, negative = inhibition, actives largely listed as inhibitors; 0.039% of 390,000 active; AID 504845, 2011; note: potency is the fitted concentration of half-maximal effect; % is set by controls: 0 for no effect and ±100 for the full control effect; nearly all actives have a fitted effect of over 75% in size; some results filed as inactive show a strong effect at the top dose
Target sequence (P49798 whole entry, looked up): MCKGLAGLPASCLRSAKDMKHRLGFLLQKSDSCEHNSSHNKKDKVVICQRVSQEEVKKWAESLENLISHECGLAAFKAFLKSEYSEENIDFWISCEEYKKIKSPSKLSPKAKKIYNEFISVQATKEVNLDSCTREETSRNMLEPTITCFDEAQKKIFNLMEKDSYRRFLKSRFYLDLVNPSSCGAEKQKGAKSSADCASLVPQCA
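MLSMR compounds (23 nl, pin-transferred) preincubated 10 min at room temperature with a 500nM (2x) first reagent, then RGS4 at 900nM (2x) plus Transcreener GDP mix added; fluorescence polarization (620/688 nm) read before and after 90 min at 30 °C.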
Numbers without * were called inactive; ? = inconclusive; nt = not tested or not shown; [ ] = dose if it differs, or a comment. Unless noted, calls come from the whole dose curve; as a rule, active = well fitted curve in the direction sought with a large enough effect; inconclusive = small, poorly fitted or top-dose-only effect, or another doubt; inactive = no such curve, though single readings can be large; an effect the other way counts as inactive or inconclusive.

SMILES | Anesthetic bind | ERG-DNA inh | APE1 inh | RGS4 inhibitor | LDHA block | POLK inh | POLH inh | 12-LOX inh | Pol beta inh
CCOc1ccc(NS(=O)(=O)c2ccc3[nH]cc(C(=O)N4CCCC4)c(=O)c3c2)cc1 | -14% | -4% | nt | 12% | 8 | -29% | 5% | ? | -1%
CCCCc1nnc(NC(=O)C23CC4CC(CC(NC(C)=O)(C4)C2)C3)s1 | -4% | 9% | 9% | 9% | -7 | -8% | 3% | -4% | 5%
O=C(C1CCN(S(=O)(=O)c2cccs2)CC1)N1CCc2ccccc2C1 | -10% | -20% | 14% | -2% | 1 | -1% | -2% | -21% | 8%
Cc1c(C(=O)N2CCCCC2)c(S(=O)(=O)N(C)Cc2ccccc2)c(C)n1C | -9% | -1% | 44% | 23% | 0 | -2% | 10% | 19% | -4%
O=C(OCCOCCN=C1NS(=O)(=O)c2ccccc21)c1ccccc1Br | -3% | ? | -3% | 6% | -10 | -3% | -3% | 0% | 12%
COc1ccc(CNC(=O)C(C)N2CCN(c3ccc(C(C)=O)cc3)CC2)cc1 (centres undefined) | -16% | -5% | -15% | 6% | -3 | -7% | -12% | -5% | 17%
CC1=C(C(=O)Nc2ccc(C(=O)NC(C)c3ccccc3)cc2)SCCO1 (centres undefined) | -24% | -14% | 1% | -5% | -3 | 6% | -8% | -5% | 28%
CCN(C(=O)CSc1nnc(-c2ccco2)n1CC)c1c(N)n(Cc2ccccc2)c(=O)[nH]c1=O | nt | -9% | 11% | 11% | -7 | -8% | 5% | 0% | nt
COc1cc(C(=O)Nc2nc3ccccc3[nH]2)cc(OC)c1OC | 4% | -11% | 2% | -3% | 1 | -4% | -2% | -6% | 8%
CSc1nc(NC(C)C)nc(N2CCOCC2)n1 | -4% | -4% | 0% | -12% | -8 | -19% | -8% | ? | -21%
COc1ccccc1N(CC(=O)Nc1ccc(S(=O)(=O)N2CCOCC2)cc1)S(C)(=O)=O | 1% | 7% | -5% | 7% | -4 | -6% | 3% | 3% | 37%
COc1ccc(-c2cnnc(N/N=C/c3ccc(O)c(OC)c3)n2)cc1 | -13% | -6% | -9% | -16% | -4 | -10% | -9% | -26% | 3%

As a working copy, 2 of the compounds above:
SMILES | Anesthetic bind | ERG-DNA inh | APE1 inh | RGS4 inhibitor | LDHA block | POLK inh | POLH inh | 12-LOX inh | Pol beta inh
CCOc1ccc(NS(=O)(=O)c2ccc3[nH]cc(C(=O)N4CCCC4)c(=O)c3c2)cc1 | -14% | -4% | nt | 12% | 8 | -29% | 5% | ? | -1%
CCCCc1nnc(NC(=O)C23CC4CC(CC(NC(C)=O)(C4)C2)C3)s1 | -4% | 9% | 9% | 9% | -7 | -8% | 3% | -4% | 5%

Carrying on.
SMILES | Anesthetic bind | ERG-DNA inh | APE1 inh | RGS4 inhibitor | LDHA block | POLK inh | POLH inh | 12-LOX inh | Pol beta inh
CN(C)C(=O)c1ccc2c(c1)n(C)c(=O)n2C | 5% | -2% | 24% | 10% | -12 | -1% | -14% | -10% | 22%
COc1ccc(NS(=O)(=O)c2cccc(C(=O)N3CCC3)c2)cc1 | nt | 14% | -9% | -22% | -2 | -6% | -15% | ? | nt
COc1ccccc1C(=O)NCCC(=O)NC(C)CCc1ccccc1 (centres undefined) | nt | -2% | 50%[activator] | -21% | -1 | -6% | -16% | 13% | nt
Cc1ccc(S(=O)(=O)CCC(=O)OCC(=O)Nc2ccc(N3CCOCC3)cc2)cc1 | nt | 4% | -10% | -20% | -1 | 4% | -5% | -22% | nt
CCOc1ccccc1-c1noc(CSc2nnc(-c3ccccc3)n2-c2ccc(OC)cc2)n1 | 4% | -2% | nt | -3% | -9 | -3% | -9% | ? | -12%
CC1CCCN(c2ccc3nncn3n2)C1 (centres undefined) | -4% | -13% | 10% | -24% | -1 | 13% | -4% | 0% | -38%
Cc1ccc(N2CCN(c3nc4ccc(C(=O)c5ccccc5)cc4n4cnnc34)CC2)c(C)c1 | -14% | -3% | nt | 30% | 2 | 0% | 3% | -5% | 22%
COc1ccc(NC(=O)c2oc3ccc(S(=O)(=O)N4CCCCC4)cc3c2C)cc1Cl | -10% | -1% | nt | 12% | 0 | -3%[60.1 µM] | -1% | -26% | 8%
Cc1cccc(C(=O)n2cnnc2N)c1 | -3% | 2% | -2% | -6% | -7 | -10% | 6% | -3% | -19%
CCN(CCn1cccn1)C(=O)CCc1nnc(CCCc2ccccc2)o1 | -7% | -7% | 3% | 1% | -6 | 0% | -8% | 5% | -3%
Nc1nc(N2CCN(c3cccc(Cl)c3)CC2)n[nH]1 | -2% | -4% | -2% | 5% | 1 | -18% | 8% | -13% | 1%
CCC(C)(C)C1CCc2[nH]nc(C(=O)NC3CCCC3)c2C1 (centres undefined) | nt | 2% | 8% | -12% | 2 | 17% | -6% | 1% | nt

SMILES | Anesthetic bind | ERG-DNA inh | APE1 inh | RGS4 inhibitor | LDHA block | POLK inh | POLH inh | 12-LOX inh | Pol beta inh
CN1N=C2c3ccccc3CCC2C1c1ccc(Cl)cc1 (centres undefined) | -1% | -4%[15.4 µM] | 0% | -11% | -7 | 2% | -21% | 207%[activator] | -26%
O=S(=O)(Nc1nc2ccccc2nc1NCC1CCCO1)c1cccs1 (centres undefined) | -3% | 3% | -4% | -16% | -6 | -10% | -7% | -16% | 7%
COc1cc(C(C)=O)ccc1O | nt | 0% | 22% | 15% | -3 | -23% | -4% | -4% | nt
COC(=O)c1[nH]c2cccc(OC)c2c1NC(=O)CCN1CC(C)CC(C)C1 (centres undefined) | -15% | -11% | 3% | -30% | 3 | -4% | -16% | 7% | 14%
NS(=O)(=O)c1ccc(-n2nc(C(=O)O)cc2-c2ccc(Cl)cc2)cc1 | 0% | -1% | ? | 11% | -7 | -5% | 6% | -13% | 0%
COc1ccccc1N1CCN(C(=O)c2cccc(N3C(=O)NC4CC3(C)Oc3ccccc34)c2)CC1 (centres undefined) | -14% | 0% | -3% | 32% | -8 | -11% | 0% | ? | 19%
Nc1nc(NC(=O)/C=C/c2ccccc2)nn1-c1ccccc1 | -5% | nt | -2% | 13% | -11 | -8% | -13% | 30% | 8%
Cc1ccc(Cn2cc(C(=O)NN)c(=O)c3ccc(F)cc32)cc1 | -12% | 4% | 11% | 10% | -2 | 5% | 2% | 15% | 1%
Cc1ccccc1C(=O)Nc1ccc2c(c1)nc(CCNC(=O)c1ccco1)n2C | -11% | 9% | 28% | -2% | -2 | 8% | -14% | 11% | 11%
Cc1ccc(CCNC(=O)c2cc3n(n2)CCCN(Cc2ccc(C)cc2)C3=O)cc1 | -5% | 1% | nt | 18% | -3 | -1%[60.1 µM] | -3% | ? | 31%
CC(C)c1csc(CN2CCC(CO)(Cc3ccccc3)CC2)n1 | -1% | 2% | 15% | 2% | -1 | -5% | -24% | -18% | ?
Cc1nnc2ccc(-c3ccc(NC(=O)c4ccco4)cc3)nn12 | -11% | 16% | 0% | 14% | -3 | 0% | ? | 3% | 18µM*

SMILES | Anesthetic bind | ERG-DNA inh | APE1 inh | RGS4 inhibitor | LDHA block | POLK inh | POLH inh | 12-LOX inh | Pol beta inh
CCc1ccc(-c2cn3c(n2)sc2cc(C(=O)NCC(C)c4ccccc4)ccc23)cc1 (centres undefined) | -8% | 0% | nt | -9% | -1 | -6% | -14% | -26% | 1%
CCCS(=O)(=O)N1CCN=C1SCc1cccc2ccccc12 | -19% | 1% | -6% | 9% | 0 | -6% | -7% | -2% | 23%
CSc1cccc(NC(=O)C2CCN(c3ncnc4c3nc3n4CCCCC3)CC2)c1 | ? | -8% | nt | -1% | 5 | -17% | -19% | -16% | -13%
COc1ccccc1/C=C/C1=NC(=C\N(C)C)/C(=O)O1 | 114%[activator] | 7% | -1% | -15% | -5 | -3% | -13% | 50% | 15%
CCOC(=O)CNC(=O)CSc1ncnc2c1cnn2-c1ccc(OC)cc1 | -6% | 1% | -6% | 2% | 1 | -1% | -9% | 9% | -15%
COc1ccc(NC(=S)N2CCN(Cc3ccc(C)cc3)CC2)cc1 | -7% | 8% | 1% | -21% | -6 | -10% | -6% | -4% | ?
CC(C(=O)Nc1cccc(Br)c1)c1ccc([N+](=O)[O-])cc1 (centres undefined) | -1% | 4% | 2% | 9%[11.4 µM] | 0 | -3%[60.1 µM] | -19% | 0% | 16%
CCOCCCNC(=O)c1cn(CC)c2ccc(S(=O)(=O)N3CCc4ccccc4C3)cc2c1=O | 3% | 0% | nt | 10% | 0 | 8% | -15% | -18% | 12%
O=C(Cn1nnc2ccccc2c1=O)N1CCCc2ccccc21 | ? | -13% | 0% | 6% | -4 | -8% | -7% | 21% | 3%
CC(=O)Nc1ccc(Nc2ncnc3c2cnn3-c2cccc(C)c2)cc1 | -11% | -8% | -2% | -8% | -7 | 4% | 1% | -15% | -27%
COc1ccc(OC)c(C(=O)COC(=O)c2c(OC)cccc2OC)c1 | -21% | -14% | -5% | 20% | -5 | -4% | 3% | 0% | -27%
COc1cccc(OCC(O)CN(CCO)Cc2ccccc2)c1 (centres undefined) | -11% | 0% | -1% | -21% | -2 | -5% | -12% | -11% | 20%

Not all compounds are listed (hit frequency here may not be typical).
